CendR NRP1 mod: modulators of CendR peptide binding to NRP-1, primary screen, biochemical, fluorescence polarization, uHTS | Neuropilin-1 (Homo sapiens), O14786 | FAM-RPARPAR peptide binding to NRP-1 | hit rate 0.85% among 360,000 | inhibition, % at 25 µM;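 active means inhibition or corrected inhibition above about 18%, plus a signal ratio from 0.5 to 1.5, limit read from the data, passing the limit was not always enough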; further: strong numbers were not always called active
LMPTP inh: LMPTP phosphatase inhibitors, primary screen, biochemical, fluorescence intensity, uHTS; Low molecular weight phosphotyrosine protein phosphatase (Homo sapiens), P24666; recombinant LMPTP-A, OMFP fluorogenic substrate; inhibition, % at 20 µM; hit rate 0.22% among 360,000;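 active means compounds that cut the enzyme signal by at least half of the control window in the single-dose screen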;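 further: plate controls were DMSO wells with enzyme plus substrate for no effect and substrate without enzyme for full effect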
Target sequence (P24666 whole entry, looked up): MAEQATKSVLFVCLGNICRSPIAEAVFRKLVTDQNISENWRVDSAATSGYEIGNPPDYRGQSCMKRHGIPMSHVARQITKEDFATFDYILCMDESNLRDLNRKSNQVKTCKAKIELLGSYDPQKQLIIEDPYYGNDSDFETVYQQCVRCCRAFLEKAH
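Assay system: LMPTP-A phosphatase enzyme | Input: 0.625 nM enzyme | Also added: Fluorogenic phosphatase substrate OMFP at 400 µM final | Compound dosing: One test concentration per compound, 20 µM, with 3% DMSO overall | Schedule: 50 min enzyme reaction at room temperature, protected from light | Signal: Fluorescence intensity | Benchmarks: no-enzyme and uninhibited controls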
Scp-1 inhibitor: Scp-1 phosphatase inhibitors, primary screen, biochemical, colorimetric, uHTS. hit rate 0.88% among 340,000. AID 493091, 2011. inhibition, % at 20 µM. Recombinant Scp1, phosphopeptide, malachite green phosphate absorbance;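 active means inhibition above about 50% at 20 µM, limit read from the data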;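 further: plate controls were DMSO wells with enzyme for no effect and wells lacking enzyme for full effect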
Target sequence (Q9GZU7 76-261 limits assumed): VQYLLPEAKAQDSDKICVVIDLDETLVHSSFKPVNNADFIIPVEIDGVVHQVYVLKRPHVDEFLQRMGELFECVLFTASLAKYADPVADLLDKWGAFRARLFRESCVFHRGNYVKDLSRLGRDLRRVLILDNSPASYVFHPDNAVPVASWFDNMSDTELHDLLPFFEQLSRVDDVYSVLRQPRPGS
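Test system: SCP-1 phosphatase catalytic domain, residues 76-261 | Compound dosing: One concentration, 20 µM, with 1.0% DMSO | Schedule: 45 min room-temperature reaction, 5 min colour, 30 min stabiliser | Detection: Absorbance at 630 nm | Read-out basis: % inhibition of SCP-1 phosphate liberation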
SKN-1 block: suppressors of acrylamide-induced Pgst-4::GFP reporter in worms, primary screen, SKN-1 inhibitor project, whole organism, uHTS, GFP/RFP fluorescence ratio, strain VP596 | C. elegans VP596 Pgst-4::GFP/RFP ratio, 24 h | hit rate 0.49% among 360,000 | inhibition, % at 21.8 µM;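 active means interference check ratio from 0.5 to 1.5 plus GFP to RFP signal ratio inhibition reaching or exceeding a fixed threshold, cut at about 30% in these data, passing the limit was not always enough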; further: some compounds called inactive have numbers as strong as hits
Neddylation inh: inhibitors of cullin neddylation, primary screen, biochemical, TR-FRET, uHTS, NAE and Ubc12. AID 651699, 2012. calls only at 25 µM. NEDD8-conjugating enzyme Ubc12 (Homo sapiens) + NEDD8-activating enzyme E1 regulatory …. hit rate 0.58% among 360,000; in the data active means inhibition above about 36%
TbMetRS inhib: T. brucei MetRS inhibitors, primary screen, biochemical, luminescence; methionyl-tRNA synthetase (Trypanosoma brucei brucei); purified T. brucei MetRS, ATP depletion, Kinase-Glo luminescence; inhibition, % at 11.9 µM; hit rate 0.4% among 360,000; AID 624268, 2012;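 active means inhibition above a per-plate cutoff of the control wells' mean inhibition plus 3 SD, cut at about 5.5% in these data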;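 further: 0% = DMSO wells median and 100% = median of wells with control inhibitor compound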
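Measured by: Kinase-Glo luciferase luminescence reporting remaining unconsumed ATP. Material: purified T. brucei MetRS enzyme. Doses: 11.9 µM compound single dose, 0.9% DMSO. Medium: HEPES buffer containing pyrophosphatase, BSA, spermine, DTT. Times: 15 min preincubation, 2 h reaction, all 25 °C. Reagent: methionine, ATP and bulk E. coli tRNA.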
DNMT1 block: human DNMT1 methyltransferase inhibitors, primary screen, biochemical, molecular beacon, fluorescence, HinP1I cleavage, uHTS; DNA (cytosine-5)-methyltransferase 1 (Homo sapiens), P26358; inhibition (reported as % activation of signal), % at 10 µM; hit rate 0.83% among 360,000; AID 588458, 2011; in the data active means inhibition above about 50%
SUMO1-SIM PPI: modulators of SUMO1 protein-protein interactions, primary screen, biochemical, uHTS. AID 602429, 2012. Small ubiquitin-related modifier 1 (Homo sapiens), P63165. SUMO1 binding to a labelled peptide, TR-FRET, 1 h. hit rate 0.33% among 360,000. inhibition, % at 20 µM; in the data active means inhibition above about 37%
Target sequence (P63165 whole entry, looked up): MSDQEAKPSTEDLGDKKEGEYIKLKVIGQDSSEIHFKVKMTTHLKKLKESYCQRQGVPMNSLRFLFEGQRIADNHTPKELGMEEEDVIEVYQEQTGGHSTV
STEP inh: STEP phosphatase inhibitors, primary screen, biochemical, fluorescence intensity, uHTS | Tyrosine-protein phosphatase non-receptor type 5 (Homo sapiens), P54829 | recombinant STEP, OMFP fluorogenic substrate | inhibition, % at 20 µM | hit rate 0.25% among 360,000 | AID 588621, 2011;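 active means inhibition at 20 µM, scaled per plate between control wells, above about 37%, limit read from the data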;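 further: 0% = DMSO with enzyme and substrate and 100% = substrate only without enzyme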
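Material: STEP (striatal-enriched tyrosine phosphatase) enzyme, cell-free | Medium: 50 mM Bis-Tris pH 6.0 with 2.5 mM DTT and 0.005% Tween 20 | Read-out: Percent inhibition scaled to no-enzyme and uninhibited-enzyme controls, plate-pattern corrected | Signal: Fluorescence read at 480 nm ex / 540 nm em | Times: 20 min reaction, room temperature, in the dark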
NadD inh: inhibitors of S. aureus NadD, primary screen, biochemical, colorimetric, uHTS | Nicotinate-nucleotide adenylyltransferase NadD (Staphylococcus aureus N315) | purified NadD enzyme, colorimetric absorbance read-out | inhibition, % at 20 µM | hit rate 0.78% among 360,000 | AID 602399, 2012; in the data active means inhibition above about 26%; further: some compounds past the cut are filed as inactive
* hit, by the source's call; i = inactive; . = no result given.

Short forms – A = CendR NRP1 mod; B = LMPTP inh; C = Scp-1 inhibitor; D = SKN-1 block; E = Neddylation inh; F = TbMetRS inhib; G = DNMT1 block; H = SUMO1-SIM PPI; I = STEP inh; J = NadD inh
[1] Nc1c(C(=O)NCc2ccco2)nnn1-c1ccccc1
  A = 4 | B = 0.5 | C = -5 | D = -8 | E = i | F = 0.7 | G = -1 | H = -3 | I = -2 | J = 0

[2] C[C@@H](c1ccccc1)N1C[C@@H](COCc2ccccc2)Oc2cc(N3CCC[C@H]3C(N)=O)ccc2S1(=O)=O
  A = 7 | B = 2.1 | C = . | D = 12 | E = i | F = -1.1 | G = . | H = 4 | I = . | J = -5

[3] CN(C)c1nc(Cl)nc(NCCOc2ccccc2)n1
  A = 2 | B = -0.2 | C = -5 | D = 4 | E = i | F = -1.0 | G = 0 | H = 0 | I = -2 | J = -5

[4] CC(=O)c1ccc(OCCCC(=O)NCC(c2ccco2)N(C)C)cc1 (stereo unspecified)
  A = -5 | B = -2.4 | C = -7 | D = -11 | E = i | F = -1.2 | G = -9 | H = -3 | I = -1 | J = -1

[5] CCC(C)Sc1nc2c(c(=O)[nH]c(=O)n2C)n1Cc1ccc(Cl)cc1 (stereo unspecified)
  A = -5 | B = 0.4 | C = 1 | D = -6 | E = i | F = -1.7 | G = -3 | H = -2 | I = 4 | J = 3

[6] Cc1nc2nc(SCc3nc4ccccc4[nH]3)[nH]c2cc1Br
  A = 6 | B = 0.7 | C = 1 | D = -2 | E = i | F = 13* | G = -2 | H = -10 | I = 4 | J = 4

[7] O=C(OCc1ccc([N+](=O)[O-])cc1)C1CC(=O)N(Cc2ccccc2Cl)C1 (stereo unspecified)
  A = -11 | B = -0.2 | C = -4 | D = -14 | E = i | F = -0.5 | G = 0 | H = -26 | I = 1 | J = 0

[8] O=C(Cn1c(=O)oc2ccccc21)Nc1ccc(F)c(F)c1
  A = -5 | B = -0.5 | C = -7 | D = 20 | E = i | F = 0.6 | G = 1 | H = 3 | I = -1 | J = 7

[9] CCN1C(=O)/C(=C\N(C)C)S/C1=N\S(=O)(=O)c1ccc(C)cc1
  A = -6 | B = -1.1 | C = -2 | D = -9 | E = i | F = -0.5 | G = 1 | H = -4 | I = 0 | J = -4

[10] NC(=O)[C@@H]1CCCN1Cc1nc(Cc2ccccc2Cl)no1
  A = 14 | B = -0.3 | C = 0 | D = -11 | E = i | F = -1.4 | G = 2 | H = 1 | I = -2 | J = 0

[11] Cc1cccc(C)c1OCc1cc(C(=O)N2CCC[C@H]2C(N)=O)no1
  A = 17 | B = 0.8 | C = -1 | D = 2 | E = i | F = -0.2 | G = 4 | H = 0 | I = 1 | J = 1

[12] COc1cccc(Cl)c1NC(=O)N1CCN(c2ccnc3cc(Cl)ccc23)CC1
  A = 10 | B = 12 | C = -3 | D = -1 | E = i | F = 0.1 | G = -4 | H = -3 | I = 4 | J = 7

[13] CCOc1ccc(CCNC(=O)C2CCCN(S(=O)(=O)N3CC(C)CC(C)C3)C2)cc1OCC (stereo unspecified)
  A = 19 | B = 1.6 | C = -8 | D = 16 | E = i | F = -0.1 | G = 0 | H = 3 | I = 0 | J = -1

[14] COc1cc([N+](=O)[O-])ccc1NC(=O)COC(=O)C1=NN(c2ccccc2)C(=O)CC1
  A = 5 | B = -1.6 | C = 2 | D = 16 | E = i | F = 0.2 | G = 2 | H = -27 | I = 0 | J = -2

[15] Cc1ccc(CNC(=O)c2ccc(COc3ccccc3)cc2)cc1
  A = -6 | B = -0.7 | C = -4 | D = 12 | E = i | F = 0.0 | G = 0 | H = -2 | I = -3 | J = 4

[16] COc1ccccc1NC(=O)CN1CCN(C2c3ccccc3-c3ccccc32)CC1
  A = 2 | B = 5.0 | C = 1 | D = 37* | E = i | F = -1.0 | G = -8 | H = -2 | I = 0 | J = -2

[17] FC(F)(F)c1cc(-c2ccco2)nc(NCc2ccc(Cl)cc2)n1
  A = -2 | B = 2.2 | C = -13 | D = 6 | E = i | F = -1.8 | G = 2 | H = -3 | I = -1 | J = 0

[18] COc1ccc(OC)c(NC(=S)NCCSc2ccc(C)cc2)c1
  A = -4 | B = 0.4 | C = -7 | D = -2 | E = i | F = -0.8 | G = 0 | H = -3 | I = 5 | J = -7

[19] COc1ccc(-c2cc(C(F)F)n3ncc(C(=O)N4CCN(C(=O)c5ccco5)CC4)c3n2)cc1
  A = 0 | B = 0.5 | C = -15 | D = 10 | E = . | F = -0.3 | G = -1 | H = -15 | I = -1 | J = 12

[20] COc1ccc(Cl)cc1NC(=O)Nc1ccc(Br)cn1
  A = -8 | B = 0.8 | C = -3 | D = 10 | E = i | F = -0.5 | G = 10 | H = -1 | I = 0 | J = 9

[21] Cc1nnc(NC(=O)CSc2nnc(CNC(=O)c3ccccc3F)n2C(C)C)s1
  A = 4 | B = -1.0 | C = -3 | D = -3 | E = i | F = -0.4 | G = -7 | H = -3 | I = 0 | J = 10

[22] O=C(OCC(=O)N1CCCc2ccccc21)c1cccc(C(F)(F)F)c1
  A = -8 | B = 2.5 | C = -10 | D = 4 | E = i | F = 0.0 | G = 6 | H = 2 | I = 0 | J = -8

[23] Cc1ccc(C2CN(c3ccccc3)CC2C(=O)c2ccc(F)cc2)cc1 (stereo unspecified)
  A = 2 | B = 2.4 | C = -5 | D = -11 | E = i | F = -1.1 | G = 7 | H = -5 | I = 8 | J = 3

Some of the entries so far, with bars between the fields.
no. | Structure | CendR NRP1 mod | LMPTP inh | Scp-1 inhibitor | SKN-1 block | Neddylation inh | TbMetRS inhib | DNMT1 block | SUMO1-SIM PPI | STEP inh | NadD inh
22 | O=C(OCC(=O)N1CCCc2ccccc21)c1cccc(C(F)(F)F)c1 | -8 | 2.5 | -10 | 4 | i | 0.0 | 6 | 2 | 0 | -8
19 | COc1ccc(-c2cc(C(F)F)n3ncc(C(=O)N4CCN(C(=O)c5ccco5)CC4)c3n2)cc1 | 0 | 0.5 | -15 | 10 | . | -0.3 | -1 | -15 | -1 | 12

Only Scp-1 inhibitor, NadD inh and Neddylation inh, for some of the entries so far:
#	mol	Scp-1 inhibitor	NadD inh	Neddylation inh
10	NC(=O)[C@@H]1CCCN1Cc1nc(Cc2ccccc2Cl)no1	0	0	i
11	Cc1cccc(C)c1OCc1cc(C(=O)N2CCC[C@H]2C(N)=O)no1	-1	1	i
12	COc1cccc(Cl)c1NC(=O)N1CCN(c2ccnc3cc(Cl)ccc23)CC1	-3	7	i
13	CCOc1ccc(CCNC(=O)C2CCCN(S(=O)(=O)N3CC(C)CC(C)C3)C2)cc1OCC (stereo unspecified)	-8	-1	i
14	COc1cc([N+](=O)[O-])ccc1NC(=O)COC(=O)C1=NN(c2ccccc2)C(=O)CC1	2	-2	i
15	Cc1ccc(CNC(=O)c2ccc(COc3ccccc3)cc2)cc1	-4	4	i

Screens deposited in PubChem by several laboratories.
